CendR NRP1 mod = NRP-1/CendR interaction modulation; O14786; FAM-RPARPAR peptide binding to NRP-1, fluorescence polarization; inhibition, % at 25 µM; hit rate 0.85% among 360,000;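 active = inhibition or corrected inhibition above about 18%, plus a signal ratio from 0.5 to 1.5, limit read from the data, passing the limit was not always enough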; also: strong numbers were not always called active
DNMT1 block = inhibitors of human DNMT1; hit rate 0.83% among 360,000; AID 588458; DNMT1 molecular beacon, Hinp1I cleavage, fluorescence; inhibition (reported as % activation of signal), % at 10 µM; in the data active = inhibition above about 50%
Target sequence (P26358 504-1616 limits assumed): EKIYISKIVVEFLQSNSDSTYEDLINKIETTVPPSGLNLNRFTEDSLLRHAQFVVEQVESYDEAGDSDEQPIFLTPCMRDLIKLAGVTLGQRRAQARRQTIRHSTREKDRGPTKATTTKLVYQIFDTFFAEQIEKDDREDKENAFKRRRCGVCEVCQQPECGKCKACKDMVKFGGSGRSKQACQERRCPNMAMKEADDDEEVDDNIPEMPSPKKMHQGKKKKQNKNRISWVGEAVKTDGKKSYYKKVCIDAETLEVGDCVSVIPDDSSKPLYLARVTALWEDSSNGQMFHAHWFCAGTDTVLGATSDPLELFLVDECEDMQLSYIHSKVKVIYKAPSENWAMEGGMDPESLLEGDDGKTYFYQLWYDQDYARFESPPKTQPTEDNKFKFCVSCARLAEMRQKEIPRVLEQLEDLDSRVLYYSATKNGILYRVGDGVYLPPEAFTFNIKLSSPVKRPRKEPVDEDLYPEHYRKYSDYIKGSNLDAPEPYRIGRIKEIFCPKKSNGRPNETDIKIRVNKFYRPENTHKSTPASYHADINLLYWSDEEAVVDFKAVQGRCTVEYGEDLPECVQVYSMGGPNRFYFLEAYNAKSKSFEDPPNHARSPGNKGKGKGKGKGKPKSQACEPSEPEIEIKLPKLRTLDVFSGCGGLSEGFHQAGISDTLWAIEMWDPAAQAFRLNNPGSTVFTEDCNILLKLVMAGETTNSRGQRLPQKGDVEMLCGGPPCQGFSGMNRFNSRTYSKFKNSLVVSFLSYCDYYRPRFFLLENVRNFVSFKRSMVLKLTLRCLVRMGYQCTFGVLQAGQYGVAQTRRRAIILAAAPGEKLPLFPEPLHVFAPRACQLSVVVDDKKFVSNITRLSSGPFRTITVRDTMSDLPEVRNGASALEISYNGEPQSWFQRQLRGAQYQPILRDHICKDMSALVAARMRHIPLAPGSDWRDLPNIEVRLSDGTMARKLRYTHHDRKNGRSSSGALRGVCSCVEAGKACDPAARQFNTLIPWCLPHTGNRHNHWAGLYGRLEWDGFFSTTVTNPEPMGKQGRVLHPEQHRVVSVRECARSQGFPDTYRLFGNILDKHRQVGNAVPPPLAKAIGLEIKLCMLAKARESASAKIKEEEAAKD
Scp-1 inhibitor = blocks human Scp-1 phosphatase activity | Recombinant Scp1, phosphopeptide, malachite green phosphate absorbance | inhibition, % at 20 µM | hit rate 0.88% among 340,000 | AID 493091;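 active = inhibition above about 50% at 20 µM, limit read from the data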;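 also: plate controls were DMSO wells with enzyme for no effect and wells lacking enzyme for full effect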
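System: truncated SCP-1 phosphatase (76-261aa); medium: Tris acetate buffer pH 5.5 with MgCl2 and Tween-20; incubation: 45 min room-temperature reaction, 5 min colour, 30 min stabiliser; compound: single 20 µM dose, 1% DMSO; reagent: Phosphorylated 17-residue peptide substrate; read-out: % inhibition at 20 µM; technique: colorimetric free-phosphate detection, absorbance 630 nm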
NadD block = NadD (S. aureus) enzyme inhibition; purified NadD enzyme, colorimetric absorbance read-out; inhibition, % at 20 µM; hit rate 0.78% among 360,000; AID 602399; in the data active = inhibition above about 26%; also: some compounds past the cut are filed as inactive
STEP block = inhibitors of human striatal-enriched phosphatase STEP | inhibition, % at 20 µM | P54829 | recombinant STEP, OMFP fluorogenic substrate, fluorescence | AID 588621 | hit rate 0.25% among 360,000;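 active = inhibition at 20 µM, scaled per plate between control wells, above about 37%, limit read from the data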;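 also: 0% = DMSO with enzyme and substrate and 100% = substrate only without enzyme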
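medium = Bis-Tris buffer pH 6.0, 2.5 mM DTT, 0.005% Tween 20 | test system = STEP (striatal-enriched tyrosine phosphatase) enzyme, cell-free | measure = normalized % inhibition | compound dosing = 20 µM, 1% DMSO | also added = 25 µM OMFP | schedule = reaction 20 min, ambient temperature | measured by = fluorescence read at 480 nm ex / 540 nm em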
SUMO1-SIM PPI = alters human SUMO1 binding to SIM partners | P63165 | SUMO1 binding to a labelled peptide, TR-FRET, 1 h | inhibition, % at 20 µM | hit rate 0.33% among 360,000; in the data active = inhibition above about 37%
MT1-MMP act inh = MT1-MMP (human) activation inhibition; GFP/RFP ratio change, % at 20 µM; HT1080 RFP-PRO-GFP cells, GFP/RFP ratio fluorescence, overnight; percent of plate control window, DMSO zero; hit rate 0.061% among 360,000; AID 651647;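 active = GFP/RFP ratio change of at least 30% with cell ATP level not reduced by more than half and red fluorescence within 50% of control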; also: strong numbers were not always called active
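Assay system: RFP-PRO-GFP reporter HT1080 cells; read-out basis: GFP/RFP fluorescence ratio; benchmarks: DMSO wells and RFP-L50D-GFP cells; doses: 20 µM single dose, 1% DMSO; schedule: overnight cell settling, then overnight compound exposure, 37 °C, 5% CO2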
SKN-1 inh = blocks SKN-1 activity in C. elegans; inhibition, % at 21.8 µM; hit rate 0.49% among 360,000; AID 624304; C. elegans VP596 Pgst-4::GFP/RFP ratio, acrylamide-induced, 24 h;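 active = interference check ratio from 0.5 to 1.5 plus GFP to RFP signal ratio inhibition reaching or exceeding a fixed threshold, cut at about 30% in these data, passing the limit was not always enough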; also: some compounds called inactive have numbers as strong as hits
LMPTP block = blocks human LMPTP phosphatase | recombinant LMPTP-A, OMFP fluorogenic substrate, fluorescence intensity | hit rate 0.22% among 360,000 | inhibition, % at 20 µM | P24666;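 active = compounds that cut the enzyme signal by at least half of the control window in the single-dose screen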;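 also: plate controls were DMSO wells with enzyme plus substrate for no effect and substrate without enzyme for full effect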
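Material: LMPTP-A; amount: 0.625 nM enzyme; doses: single 20 µM dose; times: reaction 50 min, room temperature, dark; technique: fluorescence intensity of OMFP turnover product; benchmarks: no-enzyme and uninhibited controls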
Rpn11 block = inhibitors of human proteasome Rpn11. calls only at 20 µM. human 26S proteasome, Ub4-pepOG fluorescence polarization; 20S core pre-blocked with epoxomicin. hit rate 0.59% among 360,000;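 active = inhibition at 20 µM, scaled to each plate's controls, above about 33%, limit read from the data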
* marks the source's active call; other numbers are inactive results; i = inactive; nt = no result given; + = active, no number.

(1) CS(=O)(=O)c1cc([N+](=O)[O-])c(Sc2nc3ccccc3[nH]2)c([N+](=O)[O-])c1
(2) CCOc1cc(NC(=S)NCC2CCCO2)c(OCC)cc1NC(=O)CC (configuration not stated)
(3) CS(=O)(=O)NCCSCc1c(Cl)cccc1Cl
(4) CCCCSc1c(C)c2cc3c(cc2[nH]c1=O)OCO3
(5) CC[C@H]1OC(=O)[C@H](C)[C@@H](O[C@H]2C[C@@](C)(OC)[C@@H](O)[C@H](C)O2)[C@H](C)[C@@H](O[C@@H]2O[C@H](C)C[C@H](N(C)C)[C@H]2O)[C@](C)(O)C[C@@H](C)C(=NOCOCCOC)[C@H](C)[C@@H](O)[C@]1(C)O
(6) COc1ccccc1-n1ccnc1SCC(=O)NCC1CCCO1 (configuration not stated)

screen / no.	1	2	3	4	5	6
CendR NRP1 mod	0	11	0	4	2	9
DNMT1 block	38	-1	4	5	-2	-2
Scp-1 inhibitor	2	-7	-4	-8	2	-8
NadD block	-2	-6	-5	-2	-7	-2
STEP block	2	-1	1	-4	-2	-2
SUMO1-SIM PPI	-18	-2	2	0	5	4
MT1-MMP act inh	-1	0	10	5	-14	2
SKN-1 inh	-16	5	1	-12	9	21
LMPTP block	-1.3	-0.6	-2.2	-2.5	-0.1	-0.9
Rpn11 block	i	i	i	i	i	i

(7) c1ccc2cc(Sc3ncnc4c3oc3ccccc34)ccc2c1
(8) CCc1ccc(NC(=O)CSc2nncn2-c2cccnc2)cc1
(9) CCOc1ccc(/C=C2\CCc3ccccc3C2=O)cc1
(10) COCOc1cccc(CN2CCC(C)(Oc3ccc(C(C)=O)cc3)C2)c1 (configuration not stated)
(11) Cc1nc2ccccc2c(=O)n1NC(=O)c1ccc(F)cc1Cl
(12) O=C(CCn1cnc2ccccc2c1=O)Nc1nc(-c2ccc(Br)cc2)cs1

screen / no.	7	8	9	10	11	12
CendR NRP1 mod	4	12	6	-17	11	-1
DNMT1 block	3	0	-1	8	-1	20
Scp-1 inhibitor	-9	-2	-2	nt	0	3
NadD block	2	3	-7	-2	-6	7
STEP block	0	26	0	-3	-4	2
SUMO1-SIM PPI	1	4	-4	-1	5	-9
MT1-MMP act inh	4	-1	-4	0	-3	6
SKN-1 inh	22	-6	16	2	-3	-12
LMPTP block	1.3	-0.6	0.7	-0.9	-0.6	0.2
Rpn11 block	i	i	i	i	i	i

(13) Cc1cccc(C(=O)NCC(=O)OCC(=O)NC2CCCCCCC2)c1
(14) CC1CC(C)CN(CC(O)COCCOc2ccc(Br)cc2)C1 (configuration not stated)
(15) Cc1nnc(SCC(=O)c2ccc(Cl)cc2)n(N)c1=O
(16) CN1CCC(=C2c3ccccc3C(O)c3ccccc32)CC1 (configuration not stated)
(17) Cn1cccc1C(=O)OCC(=O)Nc1cc(C(C)(C)C)nn1-c1ccccc1
(18) COc1ccccc1C(=O)NCC(=O)Nc1ccc2c(c1)CCC2

screen / no.	13	14	15	16	17	18
CendR NRP1 mod	7	6	-7	2	21	-7
DNMT1 block	-1	-1	-3	3	-2	3
Scp-1 inhibitor	-8	-7	5	-4	-5	-6
NadD block	-1	-5	4	-16	-2	-5
STEP block	-3	-2	0	-2	1	-2
SUMO1-SIM PPI	0	2	-40	-9	-3	0
MT1-MMP act inh	-4	3	3	-10	5	0
SKN-1 inh	18	1	9	28	-20	-3
LMPTP block	0.1	-1.1	0.6	1.8	0.1	-0.6
Rpn11 block	i	i	i	i	i	i

(19) CC(=O)Nc1cccc(C(=O)Nc2cccnc2)c1
(20) CCC(=O)NC(=S)NNC(=O)c1ccc(OC)cc1
(21) CCCCCn1nc(C(=O)N2CCc3ccccc32)c2ccccc2c1=O
(22) COC(=O)c1ccc(NC(=O)c2sc3nc(-c4ccccc4)cn3c2C)cc1
(23) Clc1ccc(CNc2ccc(N3CCN(Cc4ccccc4)CC3)cc2)cc1
(24) COc1ccc2cc(C(C)C(=O)OC(C)C)ccc2c1 (configuration not stated)

screen / no.	19	20	21	22	23	24
CendR NRP1 mod	12	6	4	-9	-1	-8
DNMT1 block	-2	0	-3	-6	-11	0
Scp-1 inhibitor	3	-11	-5	2	-6	-14
NadD block	-1	5	-5	-2	-7	-6
STEP block	12	0	4	-1	0	2
SUMO1-SIM PPI	3	-3	1	7	4	2
MT1-MMP act inh	3	9	0	2	-3	6
SKN-1 inh	-11	1	7	25	8	4
LMPTP block	0.2	-1.4	3.3	-0.2	2.7	2.2
Rpn11 block	i	i	i	i	i	i

(25) O=C(c1ccccc1)N1CCC(c2nc(-c3ccc(S(=O)(=O)NCC4CCCO4)cc3)no2)CC1 (configuration not stated)
(26) CCOC(=O)CSc1nc2ccc(C)cc2n2cnnc12
(27) Cc1c([C@H]2[C@@H](CC#N)C2(C)C)c2ccccc2n1C
(28) C[N+]1(CC(O)COCC2COc3ccccc3O2)CCOCC1 (configuration not stated)
(29) Cc1c(OCC(=O)NCC2CCC(C(=O)NCCCO)CC2)ccc2c(-c3ccccc3)cc(=O)oc12 (configuration not stated)
(30) Cc1nn(Cc2ccc(F)cc2)c(C)c1NC(=O)c1noc2c1CCCCC2

screen / no.	25	26	27	28	29	30
CendR NRP1 mod	10	-13	19	8	-2	6
DNMT1 block	10	2	-4	3	-1	8
Scp-1 inhibitor	-11	0	-6	106*	-3	6
NadD block	0	5	2	18	2	2
STEP block	1	-2	2	-3	-1	-2
SUMO1-SIM PPI	-4	-20	-4	1	-11	0
MT1-MMP act inh	-11	7	-5	-1	1	4
SKN-1 inh	1	0	9	-2	10	-3
LMPTP block	-1.1	0.0	-2.2	-0.2	0.6	-1.2
Rpn11 block	i	i	i	i	i	i

(31) CC(=O)NC1=NC(=O)/C(=C/N2CCCCC2)S1
(32) COc1ccccc1CNC(=O)C1CCC(CNS(=O)(=O)c2ccc(F)cc2)CC1 (configuration not stated)
(33) Cc1cccc(C(=O)OC(C)C(=O)N2CCN(Cc3ccccc3)CC2)c1 (configuration not stated)
(34) CCOc1cc(CNCCCN2CCOCC2)ccc1OCC(=O)NC(C)(C)C
(35) Cc1cc(C)c(C)c(S(=O)(=O)Nc2ccccc2C(=O)NCCCn2ccnc2)c1C
(36) CC(=O)c1ccc(N2CCN(C(=O)Cc3cccs3)CC2)cc1

screen / no.	31	32	33	34	35	36
CendR NRP1 mod	-12	-5	-7	-18	-2	-5
DNMT1 block	1	-9	6	1	-3	1
Scp-1 inhibitor	-3	-2	-5	-6	-6	-6
NadD block	6	-5	-5	4	5	-6
STEP block	0	-2	-6	0	1	-4
SUMO1-SIM PPI	-14	5	8	3	3	2
MT1-MMP act inh	2	1	-3	-16	-5	-6
SKN-1 inh	4	6	-6	6	2	16
LMPTP block	-1.3	0.2	-1.2	-1.8	0.6	-0.5
Rpn11 block	i	i	i	i	i	+

3 entries out of the list above, arranged by the number in DNMT1 block, high to low:
No. | SMILES | CendR NRP1 mod | DNMT1 block | Scp-1 inhibitor | NadD block | SUMO1-SIM PPI | MT1-MMP act inh | SKN-1 inh | LMPTP block | Rpn11 block
3 | CS(=O)(=O)NCCSCc1c(Cl)cccc1Cl | 0 | 4 | -4 | -5 | 2 | 10 | 1 | -2.2 | i
19 | CC(=O)Nc1cccc(C(=O)Nc2cccnc2)c1 | 12 | -2 | 3 | -1 | 3 | 3 | -11 | 0.2 | i
21 | CCCCCn1nc(C(=O)N2CCc3ccccc32)c2ccccc2c1=O | 4 | -3 | -5 | -5 | 1 | 0 | 7 | 3.3 | i

Quoted at random: five records from the list, in no set order.
(17) Cn1cccc1C(=O)OCC(=O)Nc1cc(C(C)(C)C)nn1-c1ccccc1
(36) CC(=O)c1ccc(N2CCN(C(=O)Cc3cccs3)CC2)cc1
(19) CC(=O)Nc1cccc(C(=O)Nc2cccnc2)c1
(21) CCCCCn1nc(C(=O)N2CCc3ccccc32)c2ccccc2c1=O
(28) C[N+]1(CC(O)COCC2COc3ccccc3O2)CCOCC1 (configuration not stated)

screen / no.	17	36	19	21	28
CendR NRP1 mod	21	-5	12	4	8
DNMT1 block	-2	1	-2	-3	3
Scp-1 inhibitor	-5	-6	3	-5	106*
NadD block	-2	-6	-1	-5	18
STEP block	1	-4	12	4	-3
SUMO1-SIM PPI	-3	2	3	1	1
MT1-MMP act inh	5	-6	3	0	-1
SKN-1 inh	-20	16	-11	7	-2
LMPTP block	0.1	-0.5	0.2	3.3	-0.2
Rpn11 block	i	+	i	i	i

Other results follow.
(37) N/C(=N\OC(=O)c1cccs1)c1cccc(Br)c1
(38) COc1ccc(-n2nc(C(=O)NCC(=O)NCCCN3CC(C)CC(C)C3)c3ccccc3c2=O)cc1Cl (configuration not stated)
(39) Oc1ccc(C=NCC2COc3ccccc3O2)cc1 (configuration not stated)
(40) COc1cccc(C(=O)NCCOc2cc(C)cc(C)c2)c1
(41) CCC(C)C(N=C1NS(=O)(=O)c2ccccc21)C(=O)N1CCC(C)CC1 (configuration not stated)
(42) CC(=O)C1=C(O)C(=O)N(c2nccs2)C1c1ccccc1F (configuration not stated)
(43) CC(=S)c1c(C)cc2cc(C)ccn12

screen / no.	37	38	39	40	41	42	43
CendR NRP1 mod	-6	15	-4	6	1	-7	7
DNMT1 block	0	0	-4	-1	0	1	2
Scp-1 inhibitor	-9	-5	3	-11	-3	-13	-1
NadD block	-5	-10	-9	-2	-2	-4	5
STEP block	0	1	-1	-1	3	-1	2
SUMO1-SIM PPI	2	-18	3	0	0	-9	-34
MT1-MMP act inh	-2	2	13	4	4	10	-5
SKN-1 inh	18	7	6	0	21	2	19
LMPTP block	-0.9	-0.3	-1.2	-0.9	0.2	-0.9	3.8
Rpn11 block	i	i	i	i	i	i	i

High-throughput results: PubChem BioAssay, Sanford-Burnham Center for Chemical Genomics
